PTHR1 agonist: activates the human parathyroid hormone receptor PTHR1; Q03431; HEK293 GP2 PTHR1 cells, GloSensor cAMP luminescence, 1 h; Potency, µM (top dose mostly 115 µM), without a hit: at the highest dose activation, hits mostly activators; hit rate 0.075% among 410,000; also: potency is read from the fitted curve at half-maximal effect; nearly all actives have a fitted effect of over 55% in size; some results filed as inactive show a strong effect at the top dose; inactives centre near -15; many of its hits are not listed in these tables
Target sequence (Q03431 whole entry, looked up): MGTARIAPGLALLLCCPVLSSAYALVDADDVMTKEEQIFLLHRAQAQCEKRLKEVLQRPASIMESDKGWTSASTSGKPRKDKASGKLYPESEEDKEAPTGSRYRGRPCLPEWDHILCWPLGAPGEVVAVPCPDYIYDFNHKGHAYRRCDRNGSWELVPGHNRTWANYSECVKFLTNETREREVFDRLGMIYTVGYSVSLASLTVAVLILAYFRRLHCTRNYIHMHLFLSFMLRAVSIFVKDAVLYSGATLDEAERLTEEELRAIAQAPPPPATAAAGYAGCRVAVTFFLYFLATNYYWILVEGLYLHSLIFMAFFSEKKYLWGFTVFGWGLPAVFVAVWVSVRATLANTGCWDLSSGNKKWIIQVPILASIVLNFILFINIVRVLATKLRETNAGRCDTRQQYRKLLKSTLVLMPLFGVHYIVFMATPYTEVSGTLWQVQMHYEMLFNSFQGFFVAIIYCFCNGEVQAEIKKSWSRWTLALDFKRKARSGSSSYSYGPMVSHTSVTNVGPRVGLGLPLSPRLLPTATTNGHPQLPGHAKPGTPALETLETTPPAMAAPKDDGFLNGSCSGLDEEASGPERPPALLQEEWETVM
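HEK-293-derived GP2 cells expressing PTHR1 and a GloSensor cAMP reporter, 3,000/well, plated overnight, given luciferin plus IBMX (each 0.5 mM as added) for 1 h at 37 °C, then compound for 1 h at 37 °C. Luminescence was read after 15 min at room temperature.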
Mm-Cpn inhibitor: M. maripaludis TRiC chaperonin inhibition | purified Mm-Cpn ATPase, ADP Transcreener TR-FRET | Potency, µM (highest dose often 76.9 µM), for the others: top-dose activity, negative = inhibition, actives largely listed as inhibitors | hit rate 0.031% among 330,000 | AID 504842; also: potency is read from the fitted curve at half-maximal effect; % is scaled to controls: 0 for no effect and ±100 for the full control effect; nearly all actives have a fitted effect of over 80% in size
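Compound-treated chaperonin, 25 nM final, turns over 10 uM ATP at 37°C for 30 min following a 10 min preincubation; ADP generated competes with ADP-d2 for Eu-cryptate antibody, lowering FRET.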
GLP1R inv ag: GLP-1 receptor (human) inverse agonism; P43220; HEK293 GLP-1R CRE-luciferase, luminescence, 24 h; GLP-1R form is constitutively active; Potency, µM (top dose mostly 38.3 µM), for the others: top-dose activity change, negative = inhibition, usual class: inhibitors; hit rate 1.6% among 410,000; AID 624417; also: potency is read from the fitted curve at half-maximal effect; % is scaled to controls: 0 for no effect and ±100 for the full control effect; nearly all actives have a fitted effect of over 55% in size
Target sequence (P43220 whole entry, looked up): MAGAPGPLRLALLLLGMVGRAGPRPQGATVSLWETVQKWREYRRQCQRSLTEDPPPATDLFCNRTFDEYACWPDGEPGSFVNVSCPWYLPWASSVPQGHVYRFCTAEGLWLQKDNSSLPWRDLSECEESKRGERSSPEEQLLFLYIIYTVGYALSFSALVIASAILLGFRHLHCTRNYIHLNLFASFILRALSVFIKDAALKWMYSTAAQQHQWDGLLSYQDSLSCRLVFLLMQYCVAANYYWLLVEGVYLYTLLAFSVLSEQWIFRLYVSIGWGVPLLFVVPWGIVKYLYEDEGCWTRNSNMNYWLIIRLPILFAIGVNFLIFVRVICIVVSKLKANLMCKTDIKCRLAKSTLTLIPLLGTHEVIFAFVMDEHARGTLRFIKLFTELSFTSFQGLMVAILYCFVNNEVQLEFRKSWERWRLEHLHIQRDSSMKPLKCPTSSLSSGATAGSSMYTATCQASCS
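Inverse agonism was detected as reduced cAMP-driven luciferase luminescence after 24 h compound treatment. The cells were HEK293 clones expressing constitutively active human GLP-1R with the reporter. Reporter-only and GPR119 cell lines served as counterscreen controls.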
FUS yeast rescue: suppressors of FUS proteinopathy in yeast; hit rate 0.24% among 390,000; AID 1347120; Potency, µM (top dose mostly 76.6 µM), inactives show at the top dose growth rescue (activation), actives largely listed as activators; S. cerevisiae FUS-expressing, growth rescue, OD600, 24 h;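 also: potency is read from the fitted curve at half-maximal effect; plate controls were DMSO vehicle for no effect and reference control for full effect; nearly all actives have a fitted effect of over 55% in size; some results filed as inactive show a strong effect at the top dose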
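FUS-expressing yeast, raffinose-pregrown, induced in 2% galactose minimal medium at OD 0.005; compounds in a dilution series, 24hr at 30C. Growth restoration read as absorbance at 600 nm. CP55940 positive control, DMSO negative.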
HEK293 tox: cytotoxicity in counter-screen for GLP-1R inverse agonists | Potency, µM (doses to about 38.3 µM), inactives show at the top dose activity change, negative = inhibition, most hits filed as inhibitors | hit rate 0.13% among 410,000 | HEK293 cAMP-luciferase reporter cells, luminescence, 24 h;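 also: loss of luciferase light is scored as toxicity; potency is read from the fitted curve at half-maximal effect; % is scaled to controls: 0 for no effect and ±100 for the full control effect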
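Compound-treated cells are incubated 24 hr at 37 deg C under 5% CO2 after a 12 hour attachment period, then luciferase detection reagent is added and luminescence is measured following 12 min at room temperature; lowered signal indicates toxicity.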
Akt phos inh: blocks phosphorylation of Akt. Neuro2A IGF-stimulated pAkt S473 HTRF, 20 min; stronger effect = lower value. activity change, % for hits at 50 µM. hit rate 0.32% among 360,000; in the data active = activity change below about -80%; inconclusive = mostly about -51% to -80%; also: % is scaled to controls: 0 for no effect and ±100 for the full control effect
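Neuro2A cells (4,500/well, DMEM with 0.5% FBS) were treated with compound at a single 50 µM final concentration, stimulated with 6 nM IGF for 20 min at 37 °C, and lysed. Phospho-Akt Ser473 was read by HTRF as 665/615 ratio ×10^4.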
TDP43 rescue: rescues yeast growth from TDP-43 toxicity | TDP-43 expressing yeast growth rescue, BacTiter-Glo, 24 h | Potency, µM (series often up to 46.1 µM), inactives show at the highest dose growth rescue (activation), hits mostly activators | hit rate 1.8% among 410,000; also: potency is read from the fitted curve at half-maximal effect; % of control where 0% means no effect; nearly all actives have a fitted effect of over 50% in size
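Yeast expressing TDP-43 (pregrown in raffinose, seeded at OD600=0.02 in galactose medium) exposed to compounds 24 hr at 30 deg C. Growth read by BacTiter-Glo luminescence; rescue of toxicity appears as increased signal.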
aSyn yeast inh: alpha-synuclein toxicity inhibition in yeast; Yeast expressing alpha-synuclein, growth rescue, BacTiter-Glo, 24 h; Potency, µM (doses to about 46.1 µM), for the others: top-dose growth rescue (activation), hits mostly activators; AID 652106; hit rate 0.14% among 370,000; also: potency is read from the fitted curve at half-maximal effect; % of control where 0% means no effect; nearly all actives have a fitted effect of over 65% in size
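Readout is rescue of growth in alpha-synuclein-expressing yeast, so inhibitors of toxicity appear as activators. Growth after 24 hr at 30 deg C in galactose medium is quantified by luminescence.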
Abeta yeast res: restores growth of yeast expressing A-beta42 peptide. yeast expressing A-beta42, growth rescue, OD600, 48 h; response scale: 0% DMSO, 100% iron-clioquinol control. Potency, µM (series often up to 46.1 µM), inactives show at the highest dose growth rescue, usual class: activators. hit rate 0.063% among 410,000; also: potency is read from the fitted curve at half-maximal effect; nearly all actives have a fitted effect of over 55% in size
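Growth rescue measured by 600 nm absorbance after 48 h yeast culture at 30 C with compound. Values normalized between DMSO and an equimolar ferric chloride plus clioquinol control.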
* hit, by the source's call; [ ] = another dose, or the depositor's remark. Unless noted, calls follow the shape of the dose curve; as a rule, active = well fitted curve in the direction sought with a large enough effect; inconclusive = small, poorly fitted or top-dose-only effect, or another doubt; inactive = no such curve, though single readings can be large; an effect the other way counts as inactive or inconclusive.

The first 2 entries (preview)
O=C(Nc1ccc(NC(=O)c2cc3ccccc3o2)cc1)c1ccc2c(c1)OCCO2 was read as PTHR1 agonist -23%, Mm-Cpn inhibitor -2%, GLP1R inv ag -7%, FUS yeast rescue 20%, HEK293 tox 16%, Akt phos inh inactive, TDP43 rescue 11%, aSyn yeast inh -7% and Abeta yeast res 1%.
Screening Cc1nnc2sc(SCc3ccccc3Cl)nn2c1=O returned PTHR1 agonist -20%, Mm-Cpn inhibitor -1%, GLP1R inv ag 1%, FUS yeast rescue -9%, HEK293 tox -6%, Akt phos inh inactive, TDP43 rescue 14%, aSyn yeast inh 3% and Abeta yeast res -2%.

The listing (from the top)
O=C(Nc1ccc(NC(=O)c2cc3ccccc3o2)cc1)c1ccc2c(c1)OCCO2 was read as PTHR1 agonist -23%, Mm-Cpn inhibitor -2%, GLP1R inv ag -7%, FUS yeast rescue 20%, HEK293 tox 16%, Akt phos inh inactive, TDP43 rescue 11%, aSyn yeast inh -7% and Abeta yeast res 1%.
Screening Cc1nnc2sc(SCc3ccccc3Cl)nn2c1=O returned PTHR1 agonist -20%, Mm-Cpn inhibitor -1%, GLP1R inv ag 1%, FUS yeast rescue -9%, HEK293 tox -6%, Akt phos inh inactive, TDP43 rescue 14%, aSyn yeast inh 3% and Abeta yeast res -2%.
Cc1cc(C)nc(SCC(=O)N2CCc3ccccc32)n1 was read as PTHR1 agonist -24%, GLP1R inv ag 33%, FUS yeast rescue -1%, HEK293 tox -21%, Akt phos inh inactive, TDP43 rescue 22%, aSyn yeast inh -1% and Abeta yeast res -7%.
For OCCN(CCO)Cc1ccc(Br)cc1 the results were PTHR1 agonist inactive, Mm-Cpn inhibitor 1%, GLP1R inv ag -1%, HEK293 tox -7%, Akt phos inh inactive, TDP43 rescue 25%, aSyn yeast inh 0% and Abeta yeast res 7%.
Screening Cn1c(CN2CCOCC2)nnc1SCC(=O)Nc1nccs1 returned PTHR1 agonist inactive, Mm-Cpn inhibitor -2%, GLP1R inv ag -8%, FUS yeast rescue 7%, HEK293 tox 2%, Akt phos inh inactive, TDP43 rescue 7%, aSyn yeast inh -8% and Abeta yeast res 4%.
Screening Cc1[nH]c2ccccc2c1/C=C(\C#N)C(=O)NC1CC1 returned PTHR1 agonist -13%, Mm-Cpn inhibitor -7%, GLP1R inv ag 66%[activator], FUS yeast rescue 6%, HEK293 tox -22%, Akt phos inh inactive, TDP43 rescue -18%, aSyn yeast inh -7% and Abeta yeast res -3%.
Screening COc1ccc(CCC(=O)NNC(=O)c2ccc(OC)cc2)cc1 returned PTHR1 agonist inactive, Mm-Cpn inhibitor 2%, GLP1R inv ag -19%, FUS yeast rescue 14%, HEK293 tox 3%, Akt phos inh inactive, TDP43 rescue -1%, aSyn yeast inh 1% and Abeta yeast res 1%.
`COC(=O)c1cc(C)sc1NC(=O)C1CC(=O)NN1Cc1ccccc1` (stereo unspecified) gave PTHR1 agonist inactive, Mm-Cpn inhibitor -7%, GLP1R inv ag 7%, FUS yeast rescue 20%, HEK293 tox 1%, Akt phos inh inactive, TDP43 rescue 12%, aSyn yeast inh 5% and Abeta yeast res 6%.
Cc1c(C(Nc2ccccn2)c2ccccc2)c(=O)n(-c2ccccc2)n1C (stereo unspecified) was read as PTHR1 agonist inactive, Mm-Cpn inhibitor -1%, GLP1R inv ag 4%, FUS yeast rescue -53%, HEK293 tox 2%, Akt phos inh inactive, TDP43 rescue 23%, aSyn yeast inh 10% and Abeta yeast res 23%[9.22 µM].
Screening Cc1nc2sc(C(c3cccc(F)c3)N3CCOCC3)c(O)n2n1 (stereo unspecified) returned PTHR1 agonist -20%[57.5 µM], Mm-Cpn inhibitor 0%, GLP1R inv ag 2%, FUS yeast rescue 24%, HEK293 tox 6%, Akt phos inh inactive, TDP43 rescue -7%, aSyn yeast inh 13% and Abeta yeast res 12%.
`Cc1ccc(/C=C2/C(=O)N(c3ccccc3)C(=S)N2C)o1` gave PTHR1 agonist inactive, Mm-Cpn inhibitor -1%, GLP1R inv ag 16%, HEK293 tox -13%, Akt phos inh inactive, TDP43 rescue -20%, aSyn yeast inh -14% and Abeta yeast res -9%.
COc1ccc(-n2c(-c3ccc(Cl)cc3)c[n+]3c2CCCCC3)cc1 was read as PTHR1 agonist -17%, Mm-Cpn inhibitor 0%, GLP1R inv ag inconclusive, FUS yeast rescue -13%, HEK293 tox -19%, Akt phos inh inactive, TDP43 rescue -6%, aSyn yeast inh 0% and Abeta yeast res -13%.
For O=C(Nc1ccccc1)ON=C1c2ccccc2-c2ccccc21 the results were PTHR1 agonist -1%, Mm-Cpn inhibitor 1%, GLP1R inv ag 0%, HEK293 tox -8%, Akt phos inh inactive, TDP43 rescue inconclusive, aSyn yeast inh -1% and Abeta yeast res -20%.
For Nc1ccc(S(=O)(=O)NCC2CCCCO2)cc1 (stereo unspecified) the results were PTHR1 agonist inactive, GLP1R inv ag 35%[activator], FUS yeast rescue -15%, HEK293 tox 2%, Akt phos inh inactive, TDP43 rescue -11%, aSyn yeast inh -5% and Abeta yeast res -15%.
CCC[C@H]1CN(c2ccc(OC)cc2)C(=O)[C@@H]1CC(=O)NC was read as PTHR1 agonist inactive, GLP1R inv ag -2%, FUS yeast rescue -3%, HEK293 tox 1%, Akt phos inh inactive, TDP43 rescue 0%, aSyn yeast inh 9% and Abeta yeast res -4%.
For CC1CCN(CC(=O)Nc2cccc([N+](=O)[O-])c2)CC1 the results were PTHR1 agonist inactive, Mm-Cpn inhibitor -3%, GLP1R inv ag 0%, FUS yeast rescue 2%, HEK293 tox 3%, Akt phos inh inactive, TDP43 rescue -11%, aSyn yeast inh 0% and Abeta yeast res 5%.
Screening O=C(CCc1c[nH]c2ccccc12)Nc1ccc(S(=O)(=O)Nc2ncccn2)cc1 returned PTHR1 agonist inactive, Mm-Cpn inhibitor 2%, GLP1R inv ag 0%, FUS yeast rescue 15%, HEK293 tox 6%, Akt phos inh inactive, TDP43 rescue 19%[9.22 µM], aSyn yeast inh -6% and Abeta yeast res -7%.
`NS(=O)(=O)c1ccc(NC(=O)C2Cc3ccccc3C(=O)O2)cc1` (stereo unspecified) gave PTHR1 agonist inactive, Mm-Cpn inhibitor -3%, GLP1R inv ag 19%, FUS yeast rescue 8%, HEK293 tox 31%, Akt phos inh inactive, TDP43 rescue 5%, aSyn yeast inh -5% and Abeta yeast res -12%.
Screening O=C(Nc1ccc(Cl)cc1C(F)(F)F)c1cc(S(=O)(=O)NCc2ccccc2)ccc1F returned PTHR1 agonist inactive, GLP1R inv ag inconclusive, FUS yeast rescue -7%, HEK293 tox -25%, TDP43 rescue inconclusive and Abeta yeast res 3%.
Screening OC[C@@H]1CN(CCN2CCOCC2)C[C@H](n2cnc3c(NCc4ccc(F)cc4)ncnc32)O1 returned PTHR1 agonist -5%, GLP1R inv ag 10%, FUS yeast rescue -10%, HEK293 tox -9%, Akt phos inh inactive, TDP43 rescue 7%, aSyn yeast inh -10% and Abeta yeast res 2%.
`Cc1nn(C)c(C)c1S(=O)(=O)N(CC(=O)NCc1cccs1)c1ccc(C(C)C)cc1` gave PTHR1 agonist inactive, Mm-Cpn inhibitor 1%, GLP1R inv ag 3%, FUS yeast rescue 4%, HEK293 tox -3%, Akt phos inh inactive, TDP43 rescue 23%, aSyn yeast inh 2% and Abeta yeast res 13%.
`CC(=O)N1N=C(C)CC1c1ccc(OCc2ccccc2)cc1` (stereo unspecified) gave PTHR1 agonist -23%, Mm-Cpn inhibitor 0%, GLP1R inv ag -13%, FUS yeast rescue 1%, HEK293 tox 23%, Akt phos inh inactive, TDP43 rescue 4%, aSyn yeast inh -2% and Abeta yeast res 0%.
For Cc1cc(C)n2ncc(C(=O)Nc3ccc4c(c3)OCO4)c2n1 the results were PTHR1 agonist -1%[57.5 µM], Mm-Cpn inhibitor 0%, GLP1R inv ag 18%, FUS yeast rescue -26%, HEK293 tox -5%, Akt phos inh inactive, TDP43 rescue -3%, aSyn yeast inh -10% and Abeta yeast res 2%.
For CC(Oc1cccc(Cl)c1)C(=O)Nc1cc(=O)n(C)c(=O)n1C (stereo unspecified) the results were PTHR1 agonist inactive, Mm-Cpn inhibitor 1%, GLP1R inv ag 0%, FUS yeast rescue 15%, HEK293 tox -20%, Akt phos inh inactive, TDP43 rescue -8%, aSyn yeast inh 3% and Abeta yeast res 13%.
For Cc1ccc(CSc2nc3ccc(NC(=O)CC(C)C)cc3s2)cc1 the results were PTHR1 agonist inactive, GLP1R inv ag -15%, FUS yeast rescue 2%, HEK293 tox 0%, TDP43 rescue 12% and Abeta yeast res -15%.
`COC(=O)c1sccc1NC(=O)Nc1ccc(OC)c(OC)c1` gave PTHR1 agonist -18%, Mm-Cpn inhibitor 0%, GLP1R inv ag -12%, FUS yeast rescue 8%, HEK293 tox 13%, Akt phos inh inactive, TDP43 rescue 16%, aSyn yeast inh 0% and Abeta yeast res -20%.
O=C(Nc1ncc(S(=O)(=O)c2ccc([N+](=O)[O-])cc2)s1)c1cccc2ccccc12 was read as PTHR1 agonist -23%, Mm-Cpn inhibitor 0%, GLP1R inv ag -5%, FUS yeast rescue inconclusive, HEK293 tox -23%, Akt phos inh inactive, TDP43 rescue 12%, aSyn yeast inh -1% and Abeta yeast res 14%.
COCCCNC(=O)c1ccc2c(c1)CCN2S(C)(=O)=O was read as PTHR1 agonist -7%[57.5 µM], GLP1R inv ag 84%[activator], FUS yeast rescue 8%, HEK293 tox 2%, Akt phos inh inactive, TDP43 rescue -22%, aSyn yeast inh 6% and Abeta yeast res -5%.

Screening data from PubChem BioAssay.

Only part of the results is shown; count on the stated rates, not on these rows.
